Yfh1-depleted yeast = enhancers of respiration in Yfh1-depleted yeast, dose response, Friedreich's ataxia, plus single-dose screen (AID 1465) | S. cerevisiae Yfh1-off respiration, WST-1 reduction, 72 h; higher fold induction means a stronger effect | hit rate 0.074% among 220,000 | fold induction at 50 µM, or EC50 in µM where a hit was titrated;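 active = fold induction of absorbance versus untreated yeast above a set limit, then at least 30% activation at any dose in follow-up; inconclusive = repeats straddling the limit, or above it without dose testing; inactive = fold induction below the set limit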;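 note: activators that raise dye reduction in frataxin-depleted yeast; strong numbers were not always called active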
GPR55 antagonists = GPR55 antagonists blocking LPI-driven arrestin recruitment, primary screen, imaging, U2OS, beta-arrestin-GFP, LPI agonist (AID 2013). U2OS GPR55 beta-arrestin-GFP translocation imaging, LPI antagonism; higher % means a stronger effect. inhibition, % at 10 µM, or IC50 in µM where a hit was titrated. hit rate 0.13% among 290,000;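 active = spots per cell inhibited over 60%, with over 100 cells counted and total cytoplasm intensity under 500,000; inconclusive = wells with under 100 cells, flagged as likely toxic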;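 note: U2OS cells stably carrying GPR55 and arrestin-GFP stimulated by 5 µM LPI near EC80; imaged beta-arrestin-GFP aggregate spots per cell after agonist stimulation; plate controls were LPI-stimulated DMSO wells for no effect and DMSO wells without LPI for full effect; some results filed as inactive read as strong as hits; confirmed hits need IC50 under 10 µM and bright autofluorescent wells are also inconclusive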
SV40 large T antigen = TAg ATPase/helicase activity blockers – biochemical (AID 1903); SV40 large T antigen ATPase/helicase inhibition assay; higher % means a stronger effect; hit rate 0.39% among 310,000; inhibition, % at 20 µM, or IC50 in µM where a hit was titrated; in the data active = a potency from the dose series; inconclusive = inhibition mostly from about 32% at the one dose, without a potency; inactive = the rest, 99 in 100 with inhibition below about 32%; note: strong numbers were not always called active
NTR1 ag = NTR1-driven beta-arrestin-GFP spot formation – imaging, U2OS cells, high content, primary screen (AID 493036). hit rate 0.17% among 330,000. agonist mode. activation, % at 20 µM. P30989;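 active = activation at or above 40% of the spot to cytoplasm intensity ratio, with at least 20 cells analyzed; inconclusive = wells under 20 cells, flagged as cytotoxic or low count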;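 note: 0% = DMSO without peptide and 100% = 100 nM NTR1 peptide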
Target sequence (P30989 whole entry, looked up): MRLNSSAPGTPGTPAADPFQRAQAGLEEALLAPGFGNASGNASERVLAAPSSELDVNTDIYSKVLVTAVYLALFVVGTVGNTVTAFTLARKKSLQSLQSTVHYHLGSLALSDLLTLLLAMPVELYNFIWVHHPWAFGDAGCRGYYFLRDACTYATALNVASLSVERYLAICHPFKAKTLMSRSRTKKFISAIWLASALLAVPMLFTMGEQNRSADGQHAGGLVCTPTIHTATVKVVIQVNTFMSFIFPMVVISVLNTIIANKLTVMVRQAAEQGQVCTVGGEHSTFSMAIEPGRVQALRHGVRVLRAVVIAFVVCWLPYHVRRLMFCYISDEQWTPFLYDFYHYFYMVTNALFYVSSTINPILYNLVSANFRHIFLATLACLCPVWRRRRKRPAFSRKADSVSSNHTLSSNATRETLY
Rac1 GTP hydrolysis = MgcRacGAP GTPase-activating activity inhibitors, confirmation, biochemical, ADP Hunter fluorescence; MgcRacGAP-stimulated Rac1 GTP hydrolysis, ADP Hunter fluorescence; higher % means a stronger effect; GST-tagged Rac1 F28L mutant substrate; inhibition, % at 30 µM; hits with a dose series show IC50 in µM; hit rate 0.6% among 340,000;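 active = first-screen hits whose inhibition reached a set limit at any dose in the follow-up dose series; inconclusive = inhibition above the set first-screen limit but never retested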;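 note: fluorescence reports GDP produced by GAP-driven GTP hydrolysis; strong numbers were not always called active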
NS5 inhibitors = flavivirus cap methylation enzyme inhibition – biochemical, confirmation dose response, primary screen (AID 588689). Dengue-2 NS5 methyltransferase capping enzyme assay, biochemical; higher % means a stronger effect. hit rate 0.3% among 340,000. one-dose inhibition, % at 25 µM; IC50 in µM for titrated hits; in the data active = a potency from the dose series; inconclusive = inhibition above about 29% without an active follow-up result
AID2073 = inhibitors of Mint1-CaV2.2 protein interaction, biochemical, HTRF (AID 2073). HTRF protein-protein interaction, Mint1-CaV2.2; higher % means a stronger effect. inhibition, % at 20 µM; hits with a dose series show IC50 in µM. hit rate 0.19% among 290,000; in the data active = inhibition mostly above about 51%, no sharp cut-off; inconclusive = no clear call, values can overlap the other calls; inactive = mostly below about 53%; note: some results filed as inactive read as strong as hits
GPR55 activation = selective activators of receptor GPR55 – imaging, U2OS cells, beta-arrestin-GFP redistribution, primary screen (AID 1961) | hit rate 0.048% among 290,000 | activation, % at 10 µM, or EC50 in µM where a hit was titrated | U2OS GPR55 beta-arrestin-GFP redistribution imaging; higher % means a stronger effect;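 active = activation above 40% with more than 50 cells counted in the well; inconclusive = wells holding fewer than 50 cells, flagged as toxic or sparse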;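 note: U2OS osteosarcoma cells stably expressing GPR55 and beta-arrestin-GFP; plate controls were DMSO negative control for no effect and LPI positive control for full effect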
GPR35 antagonists = inhibition of zaprinast-stimulated GPR35 beta-arrestin translocation – imaging, U2OS, beta-arrestin-GFP, zaprinast agonist, primary screen (AID 2058). hit rate 0.052% among 290,000. U2OS GPR35 beta-arrestin-GFP translocation imaging, zaprinast antagonism; higher % means a stronger effect. inhibition, % at 10 µM, or IC50 in µM where a hit was titrated;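 active = inhibition of at least 50% with at least 30 cells and total cytoplasm GFP at most 10,000,000; inconclusive = under 30 cells or total GFP of 10,000,000 plus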
NTR1 ag cell count 20 µM = recorded beside NTR1 ag, whose call it bears; cell count; measured here: cell count, cytotoxicity flag
NS5 inhibitors pilot replicate = further read-out of NS5 inhibitors, marked with its call; inhibition, %; measured here: pilot screen replicate inhibition
Active calls of the source: *; i = inactive; ? = inconclusive; · = no result given.

SMILES	Yfh1-depleted yeast	GPR55 antagonists	SV40 large T antigen	NTR1 ag	NTR1 ag cell count 20 µM	Rac1 GTP hydrolysis	NS5 inhibitors	AID2073	GPR55 activation	GPR35 antagonists	others
O=S(=O)(NC1CCN(Cc2ccccc2)CC1)c1ccc(Cl)cc1	i	-1%	-1%	-1.1	39	·	·	10%	-0.2%	0%
CC1C=CCC2C(=O)N(c3ccccc3OC(=O)c3ccco3)C(=O)C12 (stereo unspecified)	i	3%	12%	0.2	65	-9%	2%	8%	0.1%	12%
O=C(Nc1nnc(Cc2ccccc2)s1)c1ccccc1	·	1%	4%	1.0	58	2%	-12%	-1%	0.2%	10%
N#CC1=C(N)NC(SCc2ccccc2)=C(C#N)C12CCCC2	i	-6%	7%	13	43	7%	7%	-19%	-0.2%	-3%
O=C(O)C#Cc1cccc2ccccc12	i	-7%	3%	0.0	64	7%	-2%	1%	1.7%	16%
Cc1cc(C(=O)CN2C(=O)NC3(CCCCC3)C2=O)c(C)n1Cc1ccco1	i	-3%	12%	2.3	66	-10%	-6%	2%	-0.4%	4%
Cc1ccc(C)c(-n2c(CNC(=O)c3ccco3)nnc2SCC(=O)Nc2nccs2)c1	·	13%	4%	0.9	65	7%	2%	11%	0.2%	6%
COc1ccccc1OCC(=O)N/N=C/C=C/c1ccc([N+](=O)[O-])o1	i	14%	8%	0.6	45	9%	0%	54%*	-0.2%	-9%
CCOC(=O)CCNC(=O)N1CCCC(Cc2ccccc2)(C(=O)OCC)C1 (stereo unspecified)	·	-2%	24%	0.3	65	-1%	-16%	6%	-0.3%	-3%
Cc1ccc(S(=O)(=O)NC(=O)COc2ccccc2C)cc1	i	-2%	-17%	0.4	54	5%	10%	-4%	-0.2%	4%
CNS(=O)(=O)c1ccc(NC(=O)Nc2cccc(F)c2)cc1	i	11%	1%	0.5	17	0%	-1%	-10%	0.5%	1%
CCC(=O)NC(=S)Nc1ccc(OC)cc1OC	i	-13%	17%	0.3	42	-3%	-4%	0%	0.3%	-6%
Cn1cccc1C(=O)NNC(=O)COc1ccccc1F	·	0%	7%	0.3	60	5%	-3%	2%	-0.1%	-10%
COC(=O)c1sc(N)c(C(=O)OC)c1COC(=O)[C@@H](NS(=O)(=O)c1cccc(Cl)c1)C(C)C	i	1%	12%	2.6	67	13%	-9%	1%	1.3%	-17%
COc1cccc(-n2c(SCC(=O)Nc3nc4ccccc4s3)nc3ccccc3c2=O)c1	i	9%	7%	-0.7	54	·	·	32%	-0.1%	-6%
CCCCOP(=O)(OCCCC)C(Nc1ccc(C(=O)OCC)cc1)c1ccncc1 (stereo unspecified)	·	8%	0%	-0.3	72	11%	5%	11%	-0.2%	13%
OC(C#CCN1CCCCCC1)(c1ccccc1)c1cccnc1 (stereo unspecified)	i	0%	3%	0.5	34	-2%	6%	-2%	0.5%	26%
Cc1ccccc1CSc1nnc(-c2ccco2)n1Cc1ccco1	i	7%	13%	3.3	84	10%	-11%	0%	0.3%	6%
Cc1ccccc1-n1c(C)c(C#N)c(=O)c(-[n+]2ccccc2)c1[S-]	i	11%	9%	3.0	33	7%	-9%	40%	-0.7%	7%
COc1cc(C(=O)N(C)CCOc2ccc(C)cc2)ccc1OC1CCN(C(C)=O)CC1	·	-8%	23%	0.9	64	5%	0%	4%	0.3%	8%
CCOc1ccc(CC(=O)N2CCN(c3ccc(N4CCOCC4)nn3)CC2)cc1OCC	·	-1%	7%	1.3	94	2%	-1%	13%	-0.2%	5%
Cc1cc(C)c(C(=O)/C=C/c2cccc3ccccc23)c(=O)[nH]1	i	1%	5%	4.2	70	8%	-3%	3%	-0.1%	-1%
N#Cc1cc2c(nc1SCc1nc3ccccc3[nH]1)CCC2	i	-6%	16%	7.1	66	·	·	-4%	0.3%	-4%
O=S(=O)(c1ccc(Oc2ccc(-c3nnco3)cc2)nc1)N1CCC(Cc2ccccc2)CC1	i	-3%	0%	-0.7	94	3%	-8%	7%	-0.1%	6%
COc1cccc(Sc2cc(N3CCOCC3)nc(-c3ccccc3)n2)c1	·	30%	11%	6.5	50	15%	3%	-6%	-0.1%	8%

(next part)
SMILES	Yfh1-depleted yeast	GPR55 antagonists	SV40 large T antigen	NTR1 ag	NTR1 ag cell count 20 µM	Rac1 GTP hydrolysis	NS5 inhibitors	AID2073	GPR55 activation	GPR35 antagonists	others
N/C(=N\OC(=O)c1ccc(Cl)cc1Cl)c1ccncc1	i	13%	11%	0.7	48	1%	-11%	-4%	-0.1%	5%
Cc1cccc(NC(=O)Nc2cccc(C)n2)n1	i	3%	2%	5.1	66	13%	1%	-6%	-0.3%	7%
Cc1nn(C)cc1/C=N/NC(=O)CSc1ccccn1	i	7%	8%	1.9	51	5%	5%	-15%	0.3%	16%
COc1ccc(C(C)=O)cc1COc1ncnc2ccccc12	i	4%	9%	-0.9	128	3%	-13%	-3%	-0.2%	-4%
COc1ccc(C2C(C#N)=C(N)Oc3n[nH]c(C)c32)cc1CSc1ccccn1 (stereo unspecified)	i	-1%	26%	18	55	-1%	-10%	-2%	-0.2%	-4%
COc1cc(C(C(=O)NC2CCCC2)N(CCO)C(=O)Cn2nnc(-c3ccc(C)o3)n2)ccc1O (stereo unspecified)	·	6%	0%	-0.2	47	6%	1%	8%	0.3%	-11%
COc1cccc(-n2c(SCC(=O)NC3CCCCC3)nc3n[nH]c(C)c3c2=N)c1	i	6%	25%	2.3	55	3%	-3%	0%	-0.2%	3%
O=C(COC(=O)C1CC(=O)N(Cc2ccco2)C1)c1ccc(OC(=O)c2ccco2)cc1 (stereo unspecified)	i	-3%	16%	-1.2	50	5%	7%	25%	0.5%	11%
CC(C)NC(=S)N/N=C1\CCCCc2ccccc21	i	4%	14%	-1.0	89	10%	3%	-6%	-0.1%	0%
Cc1nc2ncnn2c(N2CCN(C(=O)Cc3cccs3)CC2)c1C	i	2%	4%	0.7	54	15%	-8%	-4%	-0.2%	5%
COCCn1c(=O)[nH]c2cc(C(=O)OC)ccc2c1=O	i	22%	5%	-0.1	101	7%	-8%	24%	0.2%	2%
O=C(c1ccncc1)N1CCN(C(=O)c2ccncc2)CC1	i	6%	0%	2.2	86	4%	-3%	0%	-0.1%	1%
CC(=O)Nc1ccccc1C(=O)C(=O)Nc1cccc(F)c1	i	·	·	-2.2	34	1%	2%	·	·	·
O=C(CCc1ccccc1)Nc1nc2c(F)cc(F)cc2s1	i	4%	4%	12	66	-2%	-11%	-6%	0.0%	8%
CCN(CC)Cc1csc(C(N)=O)c1	i	6%	6%	-0.2	90	6%	6%	6%	-0.2%	-7%
CCOC(=O)c1ccccc1NCN1C(=O)CSC1=O	i	-20%	9%	0.6	53	-2%	-6%	15%	0.2%	-8%
c1ccc(-c2ccccc2OCCOCCN2CCCCC2)cc1	i	-1%	5%	2.3	75	18%	-8%	2%	-0.3%	-17%
COc1ccc(S(=O)(=O)N2CCN(C(=O)c3cnc(C)cn3)CC2)cc1	i	3%	2%	-1.3	35	7%	-1%	-3%	0.2%	14%
Cc1cc(C)nc(N2CCCC(C(=O)NCc3cccs3)C2)n1 (stereo unspecified)	i	-7%	14%	-0.6	70	12%	4%	12%	-0.2%	-4%
CCCOC(=O)c1c(-c2ccc(C)cc2C)csc1NC(=O)C1C2CCC(O2)C1C(=O)O (stereo unspecified)	i	11%	7%	3.3	60	19%	55µM*	4%	-0.3%	16%
CC(C)c1ccccc1OCCNC(=S)NC(=O)c1cccnc1	i	-3%	7%	21	64	11%	-4%	0%	0.6%	-10%
Cn1c(=O)[nH]c(=O)c2c1nc(CN1CCOCC1)n2CCc1ccccc1	i	-1%	0%	-0.5	48	7%	-1%	-1%	-0.1%	-16%
COc1ccc(-c2cc(C(F)F)n3ncc(C(=O)n4ccnc4C)c3n2)cc1	i	24%	9%	16	47	6%	-4%	17%	0.0%	-2%
COC(=O)C(C)Sc1nnc(Cc2cc(=O)[nH]c(=O)[nH]2)n1-c1cccc(OC)c1 (stereo unspecified)	i	14%	6%	-1.6	69	2%	10%	0%	-0.1%	20%
COc1cc(SC)ccc1C(=O)NCCOc1ccc(C)c(C)c1	i	-6%	15%	4.1	57	6%	-1%	15%	-0.2%	18%

The list goes on; the last 2 above are carried over.
SMILES	Yfh1-depleted yeast	GPR55 antagonists	SV40 large T antigen	NTR1 ag	NTR1 ag cell count 20 µM	Rac1 GTP hydrolysis	NS5 inhibitors	AID2073	GPR55 activation	GPR35 antagonists	others
COC(=O)C(C)Sc1nnc(Cc2cc(=O)[nH]c(=O)[nH]2)n1-c1cccc(OC)c1 (stereo unspecified)	i	14%	6%	-1.6	69	2%	10%	0%	-0.1%	20%
COc1cc(SC)ccc1C(=O)NCCOc1ccc(C)c(C)c1	i	-6%	15%	4.1	57	6%	-1%	15%	-0.2%	18%
O=C(CSc1nc2ccccc2o1)Nc1ccc(N2CCOCC2)cc1	i	-22%	22%	2.1	79	7%	-1%	6%	-0.1%	6%
CCOc1ccccc1NC(=O)CCn1nc(C)c(S(=O)(=O)N2CCCCC2)c1C	·	3%	3%	0.8	64	8%	-2%	1%	-0.2%	12%
CN(C)CCCN1CC(C(=O)O)CC1=O (stereo unspecified)	i	-6%	0%	0.0	60	10%	1%	4%	-0.1%	-3%
O=S(=O)(NCCSc1ccccn1)c1ccc(Cl)cc1	i	-11%	5%	-0.5	66	4%	-1%	-3%	1.2%	5%
O=C(Nc1cccc2ncccc12)c1ccc(OCc2ccccc2)cc1	i	18%	3%	1.8	49	7%	-8%	22%	0.9%	-6%
CCc1nc(N2CCN(C(C)=O)CC2)c2c3c(sc2n1)CC(C(C)(C)C)CC3 (stereo unspecified)	·	6%	21%	40	53	-9%	-10%	19%	0.6%	-13%
CCCc1[nH]nc2c1C(CCc1ccccc1)C(C#N)=C(N)O2 (stereo unspecified)	i	32%	21%	6.2	77	2%	-2%	-11%	-0.1%	18%
COc1cc(/C=C2/C(=O)NN(c3ccc(F)cc3)C2=O)cc([N+](=O)[O-])c1O	i	12%	?	-0.9	74	22%	>100µM*	10%	2.5%	-3%
CC1CC(N(C(=O)C2CC2)c2ccccc2)c2ccccc2N1C(=O)C1CC1 (stereo unspecified)	i	14%	17%	0.4	77	3%	-4%	7%	0.6%	0%	NS5 inhibitors pilot replicate=-5.5
Cc1ccc2nc(-c3ccc(NC(=O)CSCC(=O)O)cc3)sc2c1	i	-23%	11%	3.7	62	14%	13%	20%	-0.3%	6%

Source: PubChem BioAssay
